Screens: PubChem, several laboratories
UBC9 SUMO inh = inhibitors of human SUMOylation (UBC9). inhibition, % at 35 µM. HTRF SUMOylation assay, SAE1/SAE2 + UBC9, in vitro. actives 0.36% (n = 290,000). AID 2006; in the data active = inhibition above about 50%, passing the limit was not always enough; also: strong numbers were not always called active
Target sequence (P63279 whole entry, looked up): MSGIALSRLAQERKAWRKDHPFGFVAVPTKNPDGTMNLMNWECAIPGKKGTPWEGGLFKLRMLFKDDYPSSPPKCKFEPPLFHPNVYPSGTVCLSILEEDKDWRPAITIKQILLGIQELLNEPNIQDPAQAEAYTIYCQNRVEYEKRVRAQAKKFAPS
FID counter = displaces DNA intercalator in HCV helicase counter-screen; inhibition, % at 7.9 µM; actives 0.17% (n = 290,000); DNA fluorescent intercalator displacement, fluorescence; in the data active = inhibition above about 37%;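 also: 0% = vehicle and 100% = reference compound; higher means more ethidium bromide displaced from hairpin DNA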
IMP-1 inhibitor = blocks Pseudomonas aeruginosa IMP-1 metallo-beta-lactamase | purified IMP-1, nitrocefin hydrolysis, epi-absorbance fluorescence | inhibition, % at 5.6 µM | actives 0.45% (n = 290,000) | AID 1556;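 active = inhibition above the mean plus 3 SD of all compounds in the same screening run, cut at about 4.5% in these data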;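 also: 0% = IMP-1 with DMSO and 100% = DMSO wells lacking enzyme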
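System: Purified recombinant IMP-1 metallo-beta-lactamase enzyme | Measured by: Fluorescence quenching readout, ex 480/em 530 nm | Replication: Singlicate | Incubation: 15 min preincubation plus 25 min reaction at 25 °C | Evaluation: Percent inhibition from optical density relative to buffer-blank wells | Benchmarks: DMSO with and without IMP-1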
PHOSPHO1 block = PHOSPHO1 (human) inhibition; Q8TCT1; recombinant PHOSPHO1, absorbance phosphatase assay; inhibition, % at 13.3 µM; actives 1.1% (n = 290,000); AID 1565; in the data active = inhibition above about 60%
Target sequence (Q8TCT1 whole entry, looked up): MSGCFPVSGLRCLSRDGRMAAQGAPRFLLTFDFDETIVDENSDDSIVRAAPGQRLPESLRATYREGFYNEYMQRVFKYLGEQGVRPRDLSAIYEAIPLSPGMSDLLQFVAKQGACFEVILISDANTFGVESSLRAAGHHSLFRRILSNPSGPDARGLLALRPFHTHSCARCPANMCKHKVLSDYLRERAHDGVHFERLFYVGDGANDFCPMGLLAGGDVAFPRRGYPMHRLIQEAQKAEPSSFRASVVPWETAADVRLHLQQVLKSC
HCV NS3 hel inh = inhibitors of Hepatitis C virus NS3 helicase; NS3 helicase DNA unwinding, Cy5 molecular beacon fluorescence; inhibition, % at 10.9 µM; actives 0.56% (n = 290,000);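 active = inhibition above the mean of all tested compounds plus 3 SD, set per campaign, cut at about 35% in these data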;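 also: 0% = DMSO wells and 100% = thioflavine S control wells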
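Compound dosing – single dose, 10.9 µM nominal final, DMSO 0.8% final · System – NS3 helicase fragment of HCV · Buffer or medium – MOPS pH 6.5, MgCl2, DTT, Tween20, BSA · Signal – Cy5 beacon fluorescence read at start and 1 h · Also added – annealed dual-labelled DNA beacon duplex, ATP-started · Schedule – 1 h at 25 °C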
VIM-2 inhibitor = blocks Pseudomonas aeruginosa VIM-2 metallo-beta-lactamase | actives 0.89% (n = 290,000) | inhibition, % at 5.6 µM | AID 1527 | purified VIM-2, nitrocefin hydrolysis, epi-absorbance fluorescence;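 active = inhibition above the mean of all tested compounds plus 3 SD, cutoff set per screening run, cut at about 7.5% in these data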;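 also: red hydrolysis product quenches plate fluorescence so inhibitors raise well fluorescence; 0% = enzyme with DMSO and 100% = DMSO without enzyme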
IDE act = boosts human insulin-degrading enzyme activity in HEK cells; actives 0.073% (n = 340,000); activation, % at 5.96 µM; FAbeta-B cleavage, fluorescence polarization; 0% vehicle, 100% cell-free pure enzyme wells; P14735;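 active = activation above the mean of all tested compounds plus 3 SD, set per screening campaign, cut at about 17% in these data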
pCIP destab = p/CIP protein destabilization; Q05BA5; F442A p/CIP-EGFP cells, EGFP fluorescence, 16 h; decrease of EGFP signal, % at 10 µM; actives 0.01% (n = 290,000);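 active = EGFP signal decrease of at least 30% at 10 µM or well 3 SD below plate mean, unless failing retest; inactive = the rest, including hits failing retest or dose response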; also: some compounds called inactive have numbers as strong as hits; many of its hits are not listed in these tables
MEKK3 PB1 HTS = modulators (inhibitors or enhancers) of MEK5 binding to human MEKK3 PB1 domain; Q99759; bead-based flow cytometry, Alexa488-MEK5 binding to MEKK3; actives lie on both sides; 0 = blocked by unlabeled MEK5, 100 = vehicle; binding response (% of control), % at 10 µM; actives 1.4% (n = 290,000); AID 1529;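 active = binding response more than 3 SD above or below the average of its plate-row segment, actives on both sides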;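 also: Alexa488 bead fluorescence after subtracting the streptavidin-only scavenger bead signal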
Target sequence (Q99759 whole entry, looked up, the tested form may be a part): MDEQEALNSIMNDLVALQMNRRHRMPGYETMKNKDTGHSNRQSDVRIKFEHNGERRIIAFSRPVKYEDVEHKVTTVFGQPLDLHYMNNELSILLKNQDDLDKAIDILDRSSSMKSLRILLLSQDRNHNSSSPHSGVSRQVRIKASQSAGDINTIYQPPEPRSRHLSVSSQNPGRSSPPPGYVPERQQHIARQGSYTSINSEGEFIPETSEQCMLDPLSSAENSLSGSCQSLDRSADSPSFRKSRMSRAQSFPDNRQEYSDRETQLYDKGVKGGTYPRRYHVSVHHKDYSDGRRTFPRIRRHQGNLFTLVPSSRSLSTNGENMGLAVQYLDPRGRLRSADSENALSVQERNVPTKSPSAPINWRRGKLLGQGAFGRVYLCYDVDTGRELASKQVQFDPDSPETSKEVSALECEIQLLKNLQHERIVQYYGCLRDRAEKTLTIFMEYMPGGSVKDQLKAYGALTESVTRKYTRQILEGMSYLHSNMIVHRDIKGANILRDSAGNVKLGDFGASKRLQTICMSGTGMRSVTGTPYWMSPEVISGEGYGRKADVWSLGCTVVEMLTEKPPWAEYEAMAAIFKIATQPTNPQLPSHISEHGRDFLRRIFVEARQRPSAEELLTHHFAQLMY
The depositor's hits bear a star; x = not tested or not shown; [ ] = remark or other dose.

Preview, ten compounds:
SMILES	UBC9 SUMO inh	FID counter	IMP-1 inhibitor	PHOSPHO1 block	HCV NS3 hel inh	VIM-2 inhibitor	IDE act	pCIP destab	MEKK3 PB1 HTS
COc1ccc(C(=O)Nc2ccc(NC(=O)c3ccccn3)cn2)cc1	11	-24	-2.2	10	3	-3.0	-7	-12	104
O=C(O)/C=C\C(=O)Nc1ccccc1C(=O)NC1CCCCC1	12	9	-3.7	28	4	-3.5	-4	-1	92
CCCSc1nc2[nH]ncc2c(=O)[nH]1	8	3	-2.4	11	-10	1.1	2	0	96
C#CCOc1ccc(C2C3=C(CCCC3=O)N(CC(=O)O)C3=C2C(=O)CCC3)cc1Br	24	-23	-0.4	28	-3	1.3	2	1	93
Cc1ccc(N(C(=O)c2csnn2)C(C(=O)NC2CCCCC2)c2ccccn2)c(C)c1 (stereo unspecified)	6	-39	-2.0	26	7	-4.7	1	-10	104
O=C1c2ccccc2C(Nc2ccc(S(=O)(=O)N3CCCCC3)cc2)N1c1ccccn1 (stereo unspecified)	3	1	-3.4	-20	3	-5.3	7	7	106
COC(=O)c1ccc(C(=O)Nc2cc(Cl)ccc2Cl)cc1NC(=O)c1ccc(N(C)C)cc1	18	3	0.2	-23	0	1.1	5	1	100
O=C(Nc1ccc2c(c1)OCO2)N1CCCC1	-9	0	-0.6	-6	5	-2.7	3	-1	94
Cc1ccccc1OCC(O)CN1CCC(C)CC1 (stereo unspecified)	21	11	1.6	34	11	1.1	0	-8	1.0*[inhibitor]
Cc1nnc(-c2ccc(Oc3ccc(Cl)cc3)c([N+](=O)[O-])c2)o1	-20	-2	-0.8	-14	-2	-2.2	0	10	103

The listing, previewed entries included:
SMILES	UBC9 SUMO inh	FID counter	IMP-1 inhibitor	PHOSPHO1 block	HCV NS3 hel inh	VIM-2 inhibitor	IDE act	pCIP destab	MEKK3 PB1 HTS
COc1ccc(C(=O)Nc2ccc(NC(=O)c3ccccn3)cn2)cc1	11	-24	-2.2	10	3	-3.0	-7	-12	104
O=C(O)/C=C\C(=O)Nc1ccccc1C(=O)NC1CCCCC1	12	9	-3.7	28	4	-3.5	-4	-1	92
CCCSc1nc2[nH]ncc2c(=O)[nH]1	8	3	-2.4	11	-10	1.1	2	0	96
C#CCOc1ccc(C2C3=C(CCCC3=O)N(CC(=O)O)C3=C2C(=O)CCC3)cc1Br	24	-23	-0.4	28	-3	1.3	2	1	93
Cc1ccc(N(C(=O)c2csnn2)C(C(=O)NC2CCCCC2)c2ccccn2)c(C)c1 (stereo unspecified)	6	-39	-2.0	26	7	-4.7	1	-10	104
O=C1c2ccccc2C(Nc2ccc(S(=O)(=O)N3CCCCC3)cc2)N1c1ccccn1 (stereo unspecified)	3	1	-3.4	-20	3	-5.3	7	7	106
COC(=O)c1ccc(C(=O)Nc2cc(Cl)ccc2Cl)cc1NC(=O)c1ccc(N(C)C)cc1	18	3	0.2	-23	0	1.1	5	1	100
O=C(Nc1ccc2c(c1)OCO2)N1CCCC1	-9	0	-0.6	-6	5	-2.7	3	-1	94
Cc1ccccc1OCC(O)CN1CCC(C)CC1 (stereo unspecified)	21	11	1.6	34	11	1.1	0	-8	1.0*[inhibitor]
Cc1nnc(-c2ccc(Oc3ccc(Cl)cc3)c([N+](=O)[O-])c2)o1	-20	-2	-0.8	-14	-2	-2.2	0	10	103
COC(=O)c1sccc1NC(=O)Cn1cnc2c1c(=O)n(C)c(=O)n2C	-2	-16	-0.8	14	14	-2.7	-6	-14	101
Nc1ccc(C(=O)Nc2nc3ccccc3s2)cc1	4	4	-3.7	2	5	-7.1	6	-10	97
Cc1ccccc1OCc1nc(-c2ccc(NC(=O)c3ccco3)cc2)no1	24	-8	-8.9	-13	-18	-4.6	7	-19	105
CC(C)c1ccc(CNc2ccc([N+](=O)[O-])cn2)cc1	-31	5	-1.2	20	-10	-1.2	-2	-11	99
O=C(CNC1CCCCCC1)Nc1ccc(S(=O)(=O)NC2CC2)cc1	17	-3	-0.3	-6	-5	-2.3	-5	-5	99
N#CCc1ccc(NC(=O)Nc2cccc3ccccc23)cc1	9	-5	-1.2	x	-15	1.3	6	-9	102
O=C(COC(=O)c1ccccc1OCc1ccc(Cl)cc1)NC1CC1	-24	-9	-0.9	37	2	-0.7	0	11	101
[O-][n+]1c2c(c3c4non(O)c4ccc31)CCCC2	-1	13	-5.1	23	19	-1.7	-3	-5	89
Cc1ccn(CCC(=O)Nc2ccc(-c3ccno3)cc2)n1	-19	-9	-1.5	11	4	-0.8	-1	14	101
O=[N+]([O-])c1c(Nc2ccc(Br)cc2)ccc2nonc12	9	1	-3.9	9	10	-2.9	1	2	88
CCCCCc1ccc(-c2ccc(=O)[nH]n2)cc1	7	-25	-3.1	8	-3	-0.8	3	-14	x
Cc1ccc(NC(=O)Cn2cccc2C2=NC(c3ccccc3)CO2)c(C)c1 (stereo unspecified)	11	3	-2.0	-21	0	-4.3	0	-2	101
Cc1cc(C)c[n+](-c2[nH]c(=O)sc2/C=N/NC([S-])=Nc2ccccc2)c1	-10	0	-0.8	-20	-6	-1.7	3	-22	136*
Cc1cccc(N(CC(=O)NCCC2=CCCCC2)S(C)(=O)=O)c1C	9	-33	-1.7	-2	2	-1.9	5	1	106
Fc1cccc(Cl)c1Cn1nnc2c(N3CCC4(CC3)OCCO4)ncnc21	-6	-2	-4.7	3	1	-3.6	0	11	102
O=C(CCCCCn1c(=S)[nH]c2cc3c(cc2c1=O)OCO3)N1CCN(Cc2ccccc2)CC1	-7	-18	-4.7	-17	-6	-2.6	3	0	85
O=C(Nc1cccc([N+](=O)[O-])c1)Nc1cccc([N+](=O)[O-])c1	-4	-1	-2.8	32	2	0.8	-4	-10	111
O=C(NCc1ccccc1)c1ccc2c(=O)n3c(nc2c1)CCCCC3	-6	-27	-2.8	52	-7	-2.7	3	-6	99
CCC(C)[C@H](NC(=O)Nc1ccc(C(C)=O)cc1)C(=O)OC (stereo partly specified)	9	-10	-2.8	-38	11	-1.8	4	-8	100
Cc1ccc(S(=O)(=O)N(C)C)cc1NC(=O)C(C)N(C)CCOc1ccc(Cl)cc1 (stereo unspecified)	-14	-35	-4.8	-7	9	-1.6	5	-6	98
COc1ccc(-c2oc3ccccc3c(=O)c2OCC(=O)O)cc1	8	-25	-0.8	25	10	-0.9	3	-14	104
CCOc1ccc(C(=O)Nc2nnc(S(=O)(=O)N3CCCCC3)s2)cc1	19	-7	-1.9	28	12	-5.5	2	-1	97
Cc1ccc(-n2c(C)c([N+](=O)[O-])c3ccc(O)c(CN(C)C)c32)cc1	-6	8	-2.2	-29	-11	-2.2	8	-2	99
CC1CCCN(C(=S)Nc2ccc3nc4n(c(=O)c3c2)CCCCC4)C1 (stereo unspecified)	14	-16	-0.3	-5	-3	-3.6	-4	-5	99
CCOC(=O)C1=C(CN2CCCCCC2)NC(=O)NC1c1cccc([N+](=O)[O-])c1 (stereo unspecified)	10	9	-2.3	8	5	-2.6	-2	-10	101
CCCCc1cc(=O)oc2cc(OC(C)C(=O)NCCN3CCOCC3)c(Cl)cc12 (stereo unspecified)	0	2	-1.2	26	8	3.0	3	4	100
O=C(O)c1cccc(NC(=O)c2cc(-c3cccc(Cl)c3)nc3ccccc23)c1	22	-20	-2.2	47	-27	-3.5	2	4	99
C=CCN1C(=O)/C(=C/c2cccs2)S/C1=N\S(=O)(=O)c1ccc(F)cc1	-5	-2	-1.4	16	7	-1.1	-1	-4	90
COc1ccc(OCC#CCn2ccnc2)cc1	15	12	-3.8	13	6	0.5	4	-4	104
COc1ccc(CCN(C)C(=O)CNC(=O)c2ccccc2F)cc1OC	-4	27	-3.6	-4	6	-3.1	1	-14	102

The closing two compounds of the section before lead into the next:
SMILES	UBC9 SUMO inh	FID counter	IMP-1 inhibitor	PHOSPHO1 block	HCV NS3 hel inh	VIM-2 inhibitor	IDE act	pCIP destab	MEKK3 PB1 HTS
COc1ccc(OCC#CCn2ccnc2)cc1	15	12	-3.8	13	6	0.5	4	-4	104
COc1ccc(CCN(C)C(=O)CNC(=O)c2ccccc2F)cc1OC	-4	27	-3.6	-4	6	-3.1	1	-14	102
CCN(CC)C(=O)CSc1nc2sc3c(c2c(=O)n1-c1ccc(C)cc1)CC(C)(C)SC3	-14	-16	-1.7	20	-5	-1.5	4	-9	102
Cc1cc(C)nc(NC(=NCCc2c[nH]c3ccccc23)NC(=O)c2ccco2)n1	-26	-5	-3.6	25	-6	-0.4	2	-8	110
COc1ccc2c(c1)C(C)=CC(C)(C)N2C(=O)CSc1nnc(-c2ccc(C)cc2)o1	-4	-6	-3.1	17	0	-1.9	-5	-21	112
Cc1cc(C)nc(Sc2nc(Nc3ccccc3)nc(Sc3nc(C)cc(C)n3)n2)n1	14	-22	-4.4	-9	2	-2.3	-4	-9	93
CCN(CC)S(=O)(=O)c1ccc(NS(=O)(=O)c2cccs2)cc1	22	2	-3.0	-1	-4	-1.5	12	-13	83
NS(=O)(=O)c1ccc(CCNS(=O)(=O)c2cccc3nsnc23)cc1	2	-3	-0.2	12	0	-0.8	2	18	102
N#Cc1ccc(CSc2nnc(-c3cccnc3)n2-c2ccccc2)cc1	19	-19	-0.6	21	-2	1.3	-27	4	99
Fc1ccc2nc3c(nc2c1)CCCC3	-3	-4	-2.2	6	6	-5.8	-4	-7	102
N#Cc1ccsc1NC(=O)c1ccccn1	24	6	-4.8	11	-1	-4.4	4	1	98
O=C1C2C3c4ccccc4C(c4ccccc43)[C@@H]2C(=O)N1c1cccnc1 (stereo partly specified)	5	-17	-2.1	-16	-4	-2.0	0	1	97
Cc1ccc(NC(=O)CSc2nnc(Cn3c(=O)sc4ccccc43)n2C)cc1Cl	-5	3	-1.2	-12	-4	2.7	2	6	x
O=C(c1ccccc1)N1CCN2C(=O)c3ccccc3C12c1ccc(Cl)cc1 (stereo unspecified)	4	-25	-3.3	2	-4	-3.5	3	9	103
CSc1nc2c(cnn2-c2ccccc2)c(=O)n1N	11	1	0.7	29	-2	-2.2	-1	-11	85
CN(C)S(=O)(=O)c1cccc(COC(=O)Cc2c(F)cccc2Cl)c1	-7	-38	-2.8	23	-1	-1.5	4	-16	106
O=[N+]([O-])c1ccc(-c2cn(-c3ccc(Cl)cc3)c(=S)[nH]2)cc1	24	0	-4.1	3	0	-4.1	-1	-1	99
O=c1sc2ccccc2c(N2CCCCC2)c1[N+](=O)[O-]	13	1	-2.2	47	8	-1.2	-4	-4	102
COC(=O)c1c(NC(=O)C(=O)N2CCCC2)sc2c1CC(C)(C)OC2	-5	-44	-3.5	18	3	4.2	3	13	101

The list is partial, so the mix of outcomes need not match the whole.
